# HCV inhibitor: qHTS Assay for Inhibitors of Hepatitis C Virus (HCV) | Huh7.5.1 HCVcc-Cre infection, luciferase reporter, 44 h | Potency, µM (doses to about 41.8 µM), inactives show at the highest dose activity change, negative = inhibition, most hits filed as inhibitors | hit rate 3.4% among 340,000 | AID 651820, 2012; further: potency means the concentration at half of the fitted maximal effect; on the % scale 0 is the no-effect control and ±100 the full control effect
#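 HCVcc-Cre virus at an moi near 0.5 was added right after compound to cells cultured 4 h from seeding (1,000 cells/well). Luciferase activity was determined 44 h later, 15 min after substrate addition at RT.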
# Pf growth 96h: Primary qHTS for delayed death inhibitors of the malarial parasite plastid, 96 hour incubation. Potency, µM (doses to about 28.7 µM), without a hit: at the top dose activity change, negative = inhibition, most hits filed as inhibitors. P. falciparum luciferase reporter growth, 96 h. AID 504834, 2011. hit rate 6.9% among 320,000; further: potency means the concentration at half of the fitted maximal effect; on the % scale 0 is the no-effect control and ±100 the full control effect
#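 Delayed-death screen, second-generation endpoint: infected erythrocytes, 2% hematocrit, 0.05% parasitemia final; 96 hours at 37 C, 5% CO2; luciferase detection reagent; luminescence decrease equals reduced growth.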
# Cycloheximide cs: Cycloheximide Counterscreen for Small Molecule Inhibitors of Shiga Toxin. cell reporter, cycloheximide protein synthesis inhibition counterscreen. max response, %. hit rate 12% among 300,000. AID 2314, 2010; in the data active means max response mostly above about 13%, no sharp cut-off; inactive means mostly below about 14%; further: read at 38.3 µM for the half of the compounds with a filed dose; 0% is about no effect
# LmPK inh: qHTS Assay for Inhibitors of Leishmania Mexicana Pyruvate Kinase (LmPK); Q27686; purified LmPK, Kinase-Glo ATP luminescence, 1 h; Potency, µM (series often up to 57.5 µM), for inactives: top-dose activity change, negative = inhibition, hits mostly inhibitors; hit rate 0.37% among 290,000; AID 1721, 2009; further: potency means the concentration at half of the fitted maximal effect; on the % scale 0 is the no-effect control and ±100 the full control effect
# Target sequence (Q27686 whole entry, looked up): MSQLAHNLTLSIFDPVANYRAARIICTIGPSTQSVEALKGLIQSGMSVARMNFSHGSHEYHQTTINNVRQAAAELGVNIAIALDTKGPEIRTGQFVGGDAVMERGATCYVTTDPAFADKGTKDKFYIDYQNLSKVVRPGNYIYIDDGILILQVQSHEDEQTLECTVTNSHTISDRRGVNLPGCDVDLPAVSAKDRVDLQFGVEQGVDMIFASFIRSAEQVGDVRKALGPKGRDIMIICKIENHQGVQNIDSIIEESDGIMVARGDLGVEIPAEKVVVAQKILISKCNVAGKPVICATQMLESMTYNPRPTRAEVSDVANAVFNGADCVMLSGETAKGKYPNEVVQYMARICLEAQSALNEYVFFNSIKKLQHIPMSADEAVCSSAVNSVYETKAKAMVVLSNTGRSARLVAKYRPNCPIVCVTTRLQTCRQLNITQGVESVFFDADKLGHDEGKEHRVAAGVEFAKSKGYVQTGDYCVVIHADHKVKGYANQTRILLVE
#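 qHTS format; LmPK 0.1 nM; substrates PEP 0.5 mM and ADP 0.1 mM. One-hour room-temperature incubation, then coupled luciferase luminescence; 0.5 nM enzyme wells mark activation.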
# TbPYK inhibitor: qHTS of Trypanosoma Brucei Inhibitors; TbPYK enzyme, Kinase-Glo Plus ATP luminescence, 45 min; Potency, µM (highest dose often 76.8 µM), for inactives: top-dose activity, negative = inhibition, hits mostly inhibitors; hit rate 0.12% among 410,000; AID 624173, 2012; further: potency means the concentration at half of the fitted maximal effect; on the % scale 0 is the no-effect control and ±100 the full control effect; nearly all actives have a fitted effect of over 50% in size
#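 T. brucei PYK with substrate was exposed to pin-transferred compounds across a concentration series, then started with 130 uM ADP (final). After 45 min at room temperature, Kinase-Glo Plus luminescence was read, normalized and curve-fitted.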
# Pf growth 48h: Primary qHTS for delayed death inhibitors of the malarial parasite plastid, 48 hour incubation. P. falciparum luciferase growth in erythrocytes, 48 h. Potency, µM (doses to about 28.7 µM), for the others: top-dose activity change, negative = inhibition, usual class: inhibitors. AID 504832, 2011. hit rate 5.9% among 310,000; further: potency means the concentration at half of the fitted maximal effect; on the % scale 0 is the no-effect control and ±100 the full control effect
#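 Firefly luciferase activity from engineered P. falciparum reports growth; inhibitors lower the luminescent signal. Cultures contained 2% hematocrit erythrocytes at 0.1% final parasitemia.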
# Shiga toxin inh: A qHTS for Small Molecule Inhibitors of Shiga Toxin; Vero cells, Shiga toxin protein synthesis inhibition reporter; inhibition, % at 38.7 µM; hit rate 9.2% among 290,000; AID 2315, 2010; in the data active means inhibition mostly above about 28%, no sharp cut-off; inactive means mostly below about 43%; further: 0% is about no effect
# * marks the source's active call; other numbers are inactive results; i = inactive; ? = inconclusive; · = not tested or not shown; & = joins results of further samples; [ ] = another dose, or the depositor's remark. Unless noted, the call rests on the fitted dose curve; in most records, active means well fitted curve in the direction sought with a large enough effect; inconclusive means small, poorly fitted or top-dose-only effect, or another doubt; inactive means no such curve, though single readings can be large; an effect the other way counts as inactive or inconclusive.
1	Oc1ccccc1N1CCN(c2ccc3ccccc3n2)CC1
2	O=C(Cc1ccc(Br)cc1)Nc1ncc([N+](=O)[O-])s1
3	NS(=O)(=O)c1c(Sc2ccccc2C(=O)O)ccc2ccccc12
4	CS(=O)(=O)C1=NSC2=NC(=O)/C(=C\c3ccc(OS(=O)(=O)c4ccccc4)cc3)C(=N)N21
5	CCCCCC[n+]1c(-c2ccccc2)csc1Nc1ccccc1
6	O=C(O)c1ccc2c3n(nc2c1)-c1ccc(Cl)cc1CO3

assay / compound	1	2	3	4	5	6
HCV inhibitor	?	-17%	8%	10%	5%	55%[activator]
Pf growth 96h	-68%	-1%	-1%	?	?	176%[activator]
Cycloheximide cs	42*	68*	30*	16*	-7	42*
LmPK inh	2%	8%	-1%	-10%	3%	?
TbPYK inhibitor	3%	-7%	-3%	4%	-5%	-9%
Pf growth 48h	-45%	-106%	-5%	14%	3.3µM*	370%[activator]
Shiga toxin inh	102*	96*	·	34*	-6	54*

7	CCOC(=O)C1C(=O)NC(N2CCN(c3ccccc3)CC2)=NC1c1ccco1 (stereo unspecified)
8	COc1ccc2nc(NCCNC(=S)NCCCN3CCOCC3)c(C#N)cc2c1
9	CCOc1cc(C(=O)NC(=S)Nc2ccc(Cl)c(C(=O)O)c2)cc(OCC)c1OCC
10	CC1Cc2ccccc2N1C(=O)CN1C(=O)NC2(CCCCC2)C1=O (stereo unspecified)
11	Cn1c(NCc2ccco2)nc2c1c(=O)n(Cc1ccc(Cl)cc1)c(=O)n2C
12	Cc1ccc(Cn2cnc3ccccc32)cc1C

assay / compound	7	8	9	10	11	12
HCV inhibitor	-9%	-23%	-5%	13%	?	?
Pf growth 96h	-33%	-33%[5.75 µM]	10%	-24%	76%[activator]	?
Cycloheximide cs	-1	-1	-3	·	2	9
LmPK inh	0%	5%	3%	·	2%	3%
TbPYK inhibitor	4%	-9%	-7%	0%	-5%	-3%
Pf growth 48h	-4%	?	-14%	-10%	9.3µM*	-21%
Shiga toxin inh	0	3	-11	·	32	-8

13	COCCN(C(=O)c1ccc(OCC(C)C)cc1)c1c(N)n(Cc2ccccc2)c(=O)[nH]c1=O
14	CC1=Nc2ncnn2C(c2ccccc2)/C1=N\O (stereo unspecified)
15	CCOC(=O)c1cc2c(ccn2C)n1CC(=O)N1CCN(c2cccc(C(F)(F)F)c2)CC1
16	CCc1ccc(-n2nc3ccc(NC(=O)c4ccc5c(c4)OCO5)cc3n2)cc1
17	CN(C)c1ccc(NS(=O)(=O)c2cc3c4c(c2)CC(=O)N4CCC3)cc1
18	CC(=O)C1=C(C)NC(=O)NC1c1cccc(O)c1 (stereo unspecified)

assay / compound	13	14	15	16	17	18
HCV inhibitor	2%	-7%	-16%	-17%	-25%	9%
Pf growth 96h	0%	?	142%[activator]	22%	?	4%
Cycloheximide cs	·	2	-7	-3	4	0
LmPK inh	·	-5%	3%	1%	6%	0%
TbPYK inhibitor	3%	6%	-2%	-7%	-2%	-11%
Pf growth 48h	2%	4%	61%[activator]	·	-26%	-8%
Shiga toxin inh	·	11	-17	-15	33	-13

19	O=C1c2nc3ccccn3c2C(=O)N1Cc1ccccc1
20	Cn1cccc1CC(=O)NNC(=O)Nc1ccccc1F
21	CCC(C)C(NC(=O)C1CCC(C)CC1)C(=O)NCCc1ccc(S(N)(=O)=O)cc1 (stereo unspecified)
22	CCc1nonc1NC(=O)COc1ccc(Cl)c(C)c1
23	O=C(COC(=O)CNS(=O)(=O)c1ccccc1)Nc1ncc(Cl)cc1Cl
24	COc1ccc(-c2c(-c3ccccc3)c(C(=O)C(=O)NCCCN(C)C)n3ccc4cc(OC)c(OC)cc4c23)cc1OC

assay / compound	19	20	21	22	23	24
HCV inhibitor	-16%	-7%	-7%	4%	13%	?
Pf growth 96h	?	-5%	-25%	4.1µM*	0%	2.9µM*
Cycloheximide cs	-1	·	1	5	·	-7
LmPK inh	-2%	·	7%	5%	·	-2%
TbPYK inhibitor	1%	-5%	2%	8%	5%	-4%
Pf growth 48h	11%	6%	-21%	?	2%	·
Shiga toxin inh	27	·	-1	2	·	-10

25	COc1cccc(C2CC(c3ccc(C)cc3)n3nc(N)nc3N2)c1 (stereo unspecified)
26	CC(C)c1ccc(NC(=S)NN2CCOCC2)cc1
27	Cc1oc(-c2ccccc2F)nc1CS(=O)(=O)CC(=O)NCCCN(C)C1CCCCC1
28	CCCC1Oc2ccccc2C(=O)N(CC(=O)c2ccc3c(c2)OCCO3)C1=O (stereo unspecified)
29	COc1ccc2cc3c(N)nn(C(=O)Cc4ccc(Cl)cc4)c3nc2c1
30	CC(NC(=O)c1cc2sccc2n1C)c1ccc2c(c1)OCCO2 (stereo unspecified)

assay / compound	25	26	27	28	29	30
HCV inhibitor	11%	11%	?	7%	-2%	-16%
Pf growth 96h	22%	?	-21%	21%	-5%	-19%
Cycloheximide cs	8	23*	-2	21*	-6	3
LmPK inh	3%	1%	3%	6%	11%	3%
TbPYK inhibitor	-15%	7%	13%	6%	0%	6%
Pf growth 48h	0%	105%[activator]	?	4%	·	4%
Shiga toxin inh	-3	48*	-18	29	-13	-9

31	COc1ccc(OCC(=O)N2CCN(C(C)C)CC2)cc1
32	Cc1cc(C)nc(SCCN(C)C)n1
33	O=S(=O)(c1ccc(-n2cnnn2)cc1)N1CCC(N2CCCCC2)CC1
34	CCCC(=O)NNC(=O)CCC(=O)NCc1ccccc1
35	O=S(=O)(c1ccc(F)c(F)c1F)N1CCN(C(=S)NCc2ccccc2)CC1
36	CCCCc1n[nH]c(=S)n1Cc1ccc(Cl)cc1

assay / compound	31	32	33	34	35	36
HCV inhibitor	-5%	12%	13%	-4%	-6%	22%
Pf growth 96h	?	53%[activator]	3%	37%[activator]	?	42%[activator]
Cycloheximide cs	1	1	-2	2	-5	5
LmPK inh	2%	2%	-4%	3%	10%	?
TbPYK inhibitor	-5%	-5%	-3%	-1%	-2%	10µM*
Pf growth 48h	-19%	9%	27%	36%[activator]	?	-7%
Shiga toxin inh	19	8	-19	-19	-24	13

37	CC(C)(CCC(=S)N1CCOCC1)C1CCCCC1
38	O=C(N/N=C/c1c[nH]c2ccccc12)c1cccc(Cl)c1
39	CCOC(=O)CSCC(=O)Nc1cc(C)ccc1C
40	COc1ccccc1-n1c(=O)c(C#N)c(-c2ccc([N+](=O)[O-])cc2)c2cc(C(=O)c3cc(F)ccc3O)cnc21
41	CCCCn1c(N)c(N(Cc2ccccc2OC)C(=O)CC2OC(=O)c3ccccc32)c(=O)[nH]c1=O (stereo unspecified)
42	FC(F)(F)c1cccc(NCc2cn3cccnc3n2)c1

assay / compound	37	38	39	40	41	42
HCV inhibitor	4%	?	?	9%	-8%	5%
Pf growth 96h	8%	?	11%	?	-21%	?
Cycloheximide cs	25*	47*	-2	-1	·	9
LmPK inh	-8%	-7%	1%	0%	·	8%
TbPYK inhibitor	-16%	1%	-9%	-2%	-2%	1%
Pf growth 48h	74%[activator]	17%	7%	?	-11%	6%
Shiga toxin inh	24	46*	-12	-8	·	-1

# Complete entries from above:
# `CCCCn1c(N)c(N(Cc2ccccc2OC)C(=O)CC2OC(=O)c3ccccc32)c(=O)[nH]c1=O` (stereo unspecified) reads HCV inhibitor = -8%; Pf growth 96h = -21%; Cycloheximide cs = ·; LmPK inh = ·; TbPYK inhibitor = -2%; Pf growth 48h = -11%; Shiga toxin inh = ·
# `O=C(N/N=C/c1c[nH]c2ccccc12)c1cccc(Cl)c1` reads HCV inhibitor = ?; Pf growth 96h = ?; Cycloheximide cs = 47*; LmPK inh = -7%; TbPYK inhibitor = 1%; Pf growth 48h = 17%; Shiga toxin inh = 46*

# Additional compounds.
43	COc1ccc(CNC(=O)C2=CC(c3ccc(C)cc3)=NS(=O)(=O)N2C)cc1
44	COc1ccc(NC(=O)CSc2nnc(-c3ccccc3)n2Cc2ccco2)cc1OC
45	COC(=O)c1ccc(/C=C2\Oc3ccccc3NC2=O)cc1
46	Cc1ccc(C(=O)Nc2ccccc2C(N)=O)o1
47	COc1ccc(C(C#N)c2ccc(=O)[nH]n2)cc1 (stereo unspecified)
48	CCC(CC)NC(=O)Nc1ccc(F)cc1F

assay / compound	43	44	45	46	47	48
HCV inhibitor	8%	?	3%	7%	3%	16%
Pf growth 96h	0%	17%	?	·	23%	?
Cycloheximide cs	-2	-2	15*	37*	-1	-2
LmPK inh	-5%	0%	0%	-14%	0%	-6%
TbPYK inhibitor	-3%	2%	0%	-1%	-2%	-7%
Pf growth 48h	2%	26%	101%[activator]	73%[activator]	4%	7%
Shiga toxin inh	2	-14	29	106*	2	-13

49	CCCc1cc(=O)[nH]c(=S)[nH]1
50	COc1ccc(C)cc1NC(=O)CCC(=O)Nc1ccc2nc(N3CCN(C)CC3)cc(C)c2c1
51	COc1cc2c(cc1OC)C(NC(=O)C(F)(F)F)CNC2=O (stereo unspecified)
52	Cc1cc(NC(=O)CCCn2nc([N+](=O)[O-])cc2C)no1
53	O=C1C2CCCC1C(N1CCCCC1)CC2 (stereo unspecified)
54	CCOC(=O)c1ccc(NC(=O)COc2ccc(CNC3CCCCC3)cc2OC)cc1

assay / compound	49	50	51	52	53	54
HCV inhibitor	32%[activator]	10µM*	-8%	1%	6%	?
Pf growth 96h	-2%&-18%	39%[activator]	-1%	1%	88%[activator]	28%
Cycloheximide cs	0	-2	-5	-2	-1	10
LmPK inh	1%	6%	-2%	-1%	-8%	-4%
TbPYK inhibitor	1%&-5%	0%	-3%	-2%	-9%	7%
Pf growth 48h	21%&3%	?	?	12%	-11%	4.7µM*
Shiga toxin inh	-2	-3	-20	25	17	5

55	C[C@@H]1C(c2ccccc2)=NN(c2ccc(Br)cc2)[C@H]1C(=O)N1CCOC1=O
56	CCOC(=O)C1CCN(C(=O)COC(=O)C2CCN(S(=O)(=O)c3ccc4c(c3)OCCO4)CC2)CC1
57	CCc1nnc(NC(=O)CSc2nnc(CCc3nc4ccccc4[nH]3)n2C)s1
58	CC(C)(C)OC(=O)NCCc1nnc(SCc2c(Cl)cccc2Cl)o1
59	Cc1ccc(NC(=O)N2CCC(NC(=O)c3cccc(F)c3)CC2)cc1
60	Cc1c(C(=O)N(C)C2CCCCC2)sc2ncnc(N3CCN(c4ccccc4F)CC3)c12
61	Cc1cc(Nc2ccc(N3CCOCC3)cc2)c2cccc(C)c2n1
62	Nc1cc([N+](=O)[O-])ccc1O
63	CC(NC(=O)CN1CCc2ccccc21)c1ccccc1 (stereo unspecified)

assay / compound	55	56	57	58	59	60	61	62	63
HCV inhibitor	?	24%	-18%	15%	1%	?	-10%	27%&-3%	?
Pf growth 96h	·	-15%	·	?	-16%	-15%	-91%	0%	?
Cycloheximide cs	5	·	-1	-2	1	3	-2	3	-2
LmPK inh	·	·	7%	2%	0%	-1%	-3%	-8%	4%
TbPYK inhibitor	0%	-2%	-16%	·	11%	0%	-6%	-24%	-7%
Pf growth 48h	·	13µM*	·	·	-31%	?	4.1µM*	11%	-14%
Shiga toxin inh	i	·	-7	26	10	-3	-6	15	-3

# Screening data from PubChem.
